# From PubChem
# CRFR2-BP ag = agonists of human CRF-binding protein/CRF-R2 receptor complex; HEK293 CRF-R2/CRF-BP, calcium dye fluorescence (FLIPR); percent of saturating CRF peptide response; activation, % at 13.2 µM; 0.46% of 350,000 active; AID 588473;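 active = activation of at least 50%, plus an integration ratio under a set limit after plate pattern correction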;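 also: plate controls were neutral control wells without compound for no effect and CRF at EC100 for full effect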
# CHRM4 PAM = CHRM4 positive allosteric modulation. P08173. CHO-K1 hM4/Gqi5, Fluo-8 calcium fluorescence, ACh EC20; 0% = ACh EC20, 100% = maximal ACh. activation, % at 3 µM. 0.4% of 360,000 active;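 active = activation above its plate's cutoff, the mean activation of sample wells plus 3 SD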; also: some results filed as inactive read as strong as hits
# Target sequence (P08173 whole entry, looked up): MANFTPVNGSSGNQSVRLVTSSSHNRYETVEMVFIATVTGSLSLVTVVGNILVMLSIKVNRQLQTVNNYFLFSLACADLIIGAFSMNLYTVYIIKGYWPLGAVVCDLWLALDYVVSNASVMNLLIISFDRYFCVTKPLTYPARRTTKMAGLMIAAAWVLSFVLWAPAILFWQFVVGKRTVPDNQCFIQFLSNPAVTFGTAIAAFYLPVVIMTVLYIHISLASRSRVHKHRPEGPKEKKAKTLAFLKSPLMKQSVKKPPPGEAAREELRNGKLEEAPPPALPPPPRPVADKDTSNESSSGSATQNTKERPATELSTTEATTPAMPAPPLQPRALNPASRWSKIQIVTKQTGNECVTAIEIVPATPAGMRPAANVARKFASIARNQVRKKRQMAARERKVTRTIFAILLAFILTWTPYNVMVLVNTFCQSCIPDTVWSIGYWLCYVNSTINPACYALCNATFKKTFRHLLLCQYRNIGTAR
# CHRM5 agonist = CHRM5 agonism in calcium assay; AID 624037; P08912; CHO-K1 hM5 cells, Fluo-8 calcium fluorescence; 0% DMSO wells, 100% maximal acetylcholine response; 0.19% of 360,000 active; activation, % at 3 µM;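 active = activation above the run's mean over test compounds plus 3 SD, cut at about 23% in these data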;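 also: signal is peak over basal fluorescence ratio across the kinetic read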
# TAAR1 ag = agonists of human TAAR1 | Q96RJ0 | CHO RD-HGA16 TAAR1, Fluo-8 calcium fluorescence; vehicle wells 0%, saturating PEA agonist 100% | activation, % at 3 µM | 0.99% of 360,000 active;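 active = activation above the mean activation of all test compounds in the run plus 3 SD, cut at about 38% in these data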
# Target sequence (Q96RJ0 whole entry, looked up): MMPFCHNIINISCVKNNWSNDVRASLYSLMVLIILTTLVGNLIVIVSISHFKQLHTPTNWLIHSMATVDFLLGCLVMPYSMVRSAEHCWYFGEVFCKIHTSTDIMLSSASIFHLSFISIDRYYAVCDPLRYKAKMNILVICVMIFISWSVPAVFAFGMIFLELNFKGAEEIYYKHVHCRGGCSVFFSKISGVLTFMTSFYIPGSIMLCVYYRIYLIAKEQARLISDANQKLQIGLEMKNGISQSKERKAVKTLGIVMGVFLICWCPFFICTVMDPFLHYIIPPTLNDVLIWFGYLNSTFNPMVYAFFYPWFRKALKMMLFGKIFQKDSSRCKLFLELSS
#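 Test system: RD-HGA16 (CHO) cells co-expressing Gα16 and hTAAR1 | Doses: Single dose, 3 µM | Schedule: 17-24 h seeding, 75 min 37 °C dye, 30 min RT | Evaluation: % activation from peak over basal fluorescence ratio, DMSO-to-PEA scaled | Technique: Kinetic Fluo-8 calcium fluorescence | Benchmarks: Low control DMSO, high control PEA (EC100)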
# CHO-K1 Ca PAM = M1 PAM counterscreen hit in parental CHO-K1 cells; ATP EC20, Fluo-8 calcium fluorescence; 0% at ATP EC20, 100% at ATP max; activation, % at 3 µM; 0.02% of 360,000 active; AID 602247;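 active = activation above the run cutoff, the mean activation of all test compounds plus 3 SD, cut at about 40% in these data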;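 also: peak over basal fluorescence ratio in a 140 s read after ATP addition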
# CRFR2-BP antag = blocks CRF-induced signaling of the CRF-BP/CRF-R2 complex; HEK293 CRF-R2/CRF-BP, CRF-induced calcium fluorescence; inhibition, % at 11.8 µM; 0.59% of 350,000 active; AID 588475;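 active = inhibition of the ligand-induced calcium signal above about 50% at the single tested concentration, limit read from the data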
# CHRM5 antagonist = CHRM5 antagonism in calcium assay | P08912 | CHO-hM5 cells, Fluo-8 calcium fluorescence, ACh EC80 | inhibition, % at 3 µM | 0.59% of 360,000 active;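 active = inhibition above a per-plate cutoff, the mean of that plate's test compounds plus 3 SD, cut at about 27% in these data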;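 also: 0% = acetylcholine EC80 with DMSO and 100% = DMSO without agonist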
# CHRM5 PAM = CHRM5 positive allosteric modulation; AID 624038; activation, % at 3 µM; 0.3% of 360,000 active; P08912; CHO-K1 hM5, Fluo-8 calcium, ACh EC20 PAM; 0% = ACh EC20, 100% = ACh EC100;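 active = activation above the run cutoff, the mean activation of all test compounds plus 3 SD, cut at about 18% in these data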
#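 Replicates: One well per compound, no replicates | System: Human M5 receptor in CHO-K1 cells | Benchmarks: Low control EC20 acetylcholine (0%), high control EC100 acetylcholine (100%) | Probe or stimulus: Acetylcholine, EC20 level | Times: Fluo-8 loading 80 min at 37 °C plus 30 min room temperature | Signal: Intracellular calcium via Fluo-8 fluorescence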
# TAAR1 antagonist = antagonists of human TAAR1; 1.5% of 360,000 active; Q96RJ0; CHO RD-HGA16 TAAR1, Fluo-8 calcium fluorescence, antagonist; AID 624466; inhibition, % at 3 µM;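 active = inhibition above a per-plate cutoff, the mean inhibition of test compounds on that plate plus 3 SD, cut at about 49% in these data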;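 also: 0% = DMSO plus EC80 beta-PEA response and 100% = DMSO alone without agonist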
#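 Test system – hTAAR1-expressing CHO RD-HGA16 cells, Gα16-coupled · Also added – β-PEA at EC80 concentration, post-compound challenge · Compound – 3 µM, single point · Incubation – dye loading 75 min at 37 °C, then 30 min room temperature · Measured by – Fluo-8 intracellular calcium dye fluorescence, real-time kinetic reads · Benchmarks – vehicle and agonist controls · Replicates – singlicate, one well per test compound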
# * marks the source's active call; other numbers are inactive results; nt = no result given. No enrichment for hits. About 4.2% of those tested had a hit in this group.
SMILES,CRFR2-BP ag,CHRM4 PAM,CHRM5 agonist,TAAR1 ag,CHO-K1 Ca PAM,CRFR2-BP antag,CHRM5 antagonist,CHRM5 PAM,TAAR1 antagonist
Cc1ccccc1CSCC(=O)c1c(N)n(C)c(=O)n(C)c1=O,0.7,1,2,7,-12,19,1,-5,5
NCCc1nnc(SCC(=O)Nc2ccc(Br)cc2)o1,-1.0,0,-2,34,14,7,3,-3,-15
Cc1cc(=O)[nH]c(SC(C)C(=O)Nc2cccc3ccccc23)n1 (stereo not drawn),-0.9,-1,-3,2,-20,5,20,-2,-7
CC(C)[C@H](NC(=O)c1ccco1)C(=O)OCC(=O)N(C)c1ccccc1,1.5,3,1,0,7,3,8,0,-21
Cc1ccc(NC(=O)CS(=O)CC(=O)NCCCN(C)c2ccccc2)cc1 (stereo not drawn),0.7,4,-1,5,22,0,-8,1,18
CN(C)CCn1nnc2c(=O)oc3ccccc3c21,0.6,-2,1,5,32,-11,-5,5,4
CCc1ccc(CNC(=O)CCCn2nc(C)n3ccnc3c2=O)cc1,1.4,-13,1,4,17,12,0,-6,-2
C/C(=N\Nc1ccccn1)c1ccc2c(c1)OCO2,0.2,-3,-4,4,19,5,6,-5,-13
CCc1ccc(-c2cc(C(F)(F)F)n3nc(C(=O)Nc4cnn(Cc5ccc(C)cc5)c4)cc3n2)s1,3.8,-8,2,nt,-14,-24,6,-8,nt
CCCCCC(=O)Nc1ccc(S(=O)(=O)Nc2cc(OC)nc(OC)n2)cc1,-1.6,6,-2,8,12,-5,4,-1,-17

# Part of the list above, showing only CHRM5 agonist, CRFR2-BP antag and TAAR1 ag.
mol	CHRM5 agonist	CRFR2-BP antag	TAAR1 ag
CC(C)[C@H](NC(=O)c1ccco1)C(=O)OCC(=O)N(C)c1ccccc1	1	3	0
Cc1ccc(NC(=O)CS(=O)CC(=O)NCCCN(C)c2ccccc2)cc1 (stereo not drawn)	-1	0	5
CN(C)CCn1nnc2c(=O)oc3ccccc3c21	1	-11	5
CCc1ccc(CNC(=O)CCCn2nc(C)n3ccnc3c2=O)cc1	1	12	4

# The listing continues.
SMILES,CRFR2-BP ag,CHRM4 PAM,CHRM5 agonist,TAAR1 ag,CHO-K1 Ca PAM,CRFR2-BP antag,CHRM5 antagonist,CHRM5 PAM,TAAR1 antagonist
C=COCCNC(=O)Nc1ccc(Cl)cc1Cl,-1.9,-5,0,-3,11,49,-1,1,-10
CC(OC(=O)c1ccc(S(=O)(=O)NCc2ccco2)cc1)C(=O)Nc1ccccc1 (stereo not drawn),-1.6,4,4,4,14,-9,3,-9,6
CCN(CC)S(=O)(=O)c1cccc(NC(=O)c2ccc(-n3nc(C)cc3C)cc2)c1,-1.2,-14,4,13,8,-35,3,-16,41
O=S(=O)([N-]c1nc2ccccc2nc1-[n+]1ccc(CCCc2ccccc2)cc1)c1cccs1,1.5,-6,-9,7,-16,-26,9,5,-5
O=C(CSc1ccc(-c2ccco2)nn1)Nc1ccccc1F,-1.8,1,-1,0,-13,0,5,-1,-3
COc1ccc(NC(=O)COc2coc(CN3CCc4ccccc43)cc2=O)cc1,-0.5,-2,2,0,-14,-8,6,-7,-9
COc1ccc(Cl)cc1NC(=O)[C@@]1(CC(=O)O)CC(/C=C/c2ccccc2)=NO1,-3.1,-3,-2,-2,6,2,6,-1,2
COc1cc(S(=O)(=O)NCCN2CCOCC2)ccc1-n1cnnn1,-2.2,3,0,2,18,1,4,6,14
COc1ccc(C(=O)Nc2cccc(S(C)(=O)=O)c2)cc1OC,3.0,3,-1,2,11,15,7,-1,-1
CCCNC(=O)COC(=O)/C(C#N)=C/c1cc(C)n(CCC)c1C,-0.7,2,-1,1,3,-7,13,0,4
Cc1cccc([C@@H]2[C@@H]3C(=O)N(Cc4ccccc4)C(=O)[C@@H]3[C@]3(Cc4ccc(Cl)cc4)C(=O)N(c4ccc(Br)cc4)C(=O)N23)c1,1.8,5,4,9,-1,1,7,-2,6
CN(C(=O)c1ccc(F)cc1)c1ccccc1C(=O)NCc1ccccc1,3.4,-2,2,2,22,-6,-4,-2,-9
O=C(C[C@@H]1CC[C@@H]2[C@H](COC[C@H](O)CN2S(=O)(=O)c2ccccc2)O1)Nc1ccccc1,nt,9,3,1,nt,nt,0,-3,-19
COc1ccc(CNC(=O)CN2C(=O)COc3ccc(S(=O)(=O)NC4CCCC4)cc32)cc1,0.8,0,-3,0,-3,7,-6,9,0
O=C(Nc1cccc(Cl)c1)Nc1nccs1,10,-2,12,31,4,-116,5,-11,4
CCCCn1nnnc1C(c1ccccc1)N1CCN(c2ncccc2C(F)(F)F)CC1 (stereo not drawn),nt,3,1,4,6,nt,1,1,30
CC(=O)c1ccccc1NC(=O)COC(=O)C1=NN(c2ccccc2)C(=O)CC1,-0.3,8,6,2,15,6,1,1,-17
COc1ccccc1CNC(=O)C1CCC1,-2.0,0,2,0,4,-42,1,6,9
CN(C)C(CNC(=O)CCOc1ccccc1)c1ccco1 (stereo not drawn),1.7,-5,-1,1,3,18,6,0,25
Cc1ccc(NC(=O)NCC2CCN(Cc3cc(C)ccc3Cl)CC2)c(C)c1,1.9,-2,-4,3,-18,-22,-1,11,-21
CNC(=O)COC(=O)c1cccnc1SC,0.0,-1,1,9,10,-6,2,-2,-5
Cc1cc(C=O)c(C)n1-c1cc(C(F)(F)F)ccc1N1CCOCC1,-1.7,7,2,9,1,6,-6,3,-2
COc1cccc(-c2cc(C(=O)NCCCN3CCOCC3)no2)c1,-0.9,3,-1,6,5,-7,1,1,-9
CCCCN1CC(N2CCN(CCO)CC2)CS1(=O)=O (stereo not drawn),nt,2,3,0,9,nt,3,4,-3
O=C(NCc1ccccc1Cl)C1CCN(c2ncnc3c2nc2n3CCCCC2)CC1,-1.4,0,-4,1,-6,-7,24,-10,-4
COc1ccc(C(=O)c2cn[nH]c2-c2cc(C)ccc2O)cc1,-2.5,-10,0,3,-15,-10,13,-8,7
Cc1cc2nc3c(=O)n(C4CCCCC4)c(=O)[nH]c3nc2cc1N,380,4,17,57*,2,-349,2,4,12
CC1(C)C/C(=N\NC(=S)Nc2ccccc2F)c2cc(O)ccc2O1,-0.8,5,-7,-1,13,2,-1,8,29
Cc1csc2nc(CN3CCN(CC(=O)N(C)C)CC3)cc(=O)n12,-1.0,-8,2,4,-10,-3,-4,7,-7
CC1(C)CC(=O)C(CC(=O)Nc2ccc(S(N)(=O)=O)cc2)=C(O)C1,3.7,8,-1,9,20,3,-2,3,-3
CCCCn1c(N)c(NCc2ccccc2)c(=O)[nH]c1=O,-1.2,-2,3,3,4,-16,9,-1,-42
CCOc1ccc(-c2nc(CSCC(=O)N3CCN(C(=O)c4ccco4)CC3)c(C)o2)cc1,-1.2,-8,4,0,-3,10,1,-9,-13
CCN(CC)CCCN(Cc1cc2cc3c(cc2[nH]c1=O)OCO3)C(=S)NCc1ccco1,-0.3,-4,-7,7,-1,-3,5,0,-2
NC(=O)c1cccc(-c2ccnc3c2CC(C(=O)NCc2cccc(Cl)c2)O3)c1 (stereo not drawn),nt,6,1,5,4,nt,-15,-2,-20
O=C(Nc1cccc2cccnc12)c1ccccc1Cl,0.4,-4,0,4,21,11,2,2,-53
Cc1ccc(/C=C(\C#N)C(=O)Nc2cccc(C)n2)cc1,0.6,7,-1,-1,28,-23,4,-3,-17
O=C(OCn1nnc2ccccc2c1=O)c1ccc(O)cc1,-2.5,1,2,2,16,-16,0,3,-15
Cc1ccc(S(=O)(=O)NCC2CCC(C(=O)NCc3ccccn3)CC2)cc1 (stereo not drawn),1.2,-1,-1,1,17,4,7,1,10
Cn1c(/C(C#N)=C(\O)CN2CCN(Cc3ccccc3)CC2)nc2ccccc21,-1.7,4,-6,2,26,-9,-5,8,-22
NS(=O)(=O)c1ccc(CCNc2nc(CN3CCCCC3)nc3sc4c(c23)CCC4)cc1,-0.6,3,-11,6,22,-15,7,-5,-3

# For reference, three of the compounds above.
SMILES,CRFR2-BP ag,CHRM4 PAM,CHRM5 agonist,TAAR1 ag,CHO-K1 Ca PAM,CRFR2-BP antag,CHRM5 antagonist,CHRM5 PAM,TAAR1 antagonist
Cc1ccc(S(=O)(=O)NCC2CCC(C(=O)NCc3ccccn3)CC2)cc1 (stereo not drawn),1.2,-1,-1,1,17,4,7,1,10
Cn1c(/C(C#N)=C(\O)CN2CCN(Cc3ccccc3)CC2)nc2ccccc21,-1.7,4,-6,2,26,-9,-5,8,-22
NS(=O)(=O)c1ccc(CCNc2nc(CN3CCCCC3)nc3sc4c(c23)CCC4)cc1,-0.6,3,-11,6,22,-15,7,-5,-3

# Continuation:
SMILES,CRFR2-BP ag,CHRM4 PAM,CHRM5 agonist,TAAR1 ag,CHO-K1 Ca PAM,CRFR2-BP antag,CHRM5 antagonist,CHRM5 PAM,TAAR1 antagonist
COC(=O)c1ccc(CSc2nnnn2C)o1,-1.0,-2,-13,8,20,-1,-1,-11,-6
c1ccc2[nH]c(CCCc3nc4ccccc4[nH]3)nc2c1,-0.4,10,-5,4,15,3,0,4,8
C/C(=N\Nc1ccc([N+](=O)[O-])cc1)c1ccc(C#N)cc1,3.2,5,-2,3,7,12,0,-5,-8
Cc1ccc(-c2[nH]nc3c2C(C)C(C#N)=C(N)O3)cc1 (stereo not drawn),-3.3,10,-1,2,-10,-64,9,0,-30
O=C1C=C(c2cccc3c2oc2ccccc23)C[C@@H](c2ccc(F)cc2)C1,4.3,10,6,7,-11,-5,-10,11,13
Cc1ccc(S(=O)(=O)N2CCN(C(=O)COC(=O)COc3cccc4c3OC(C)(C)C4)CC2)cc1,1.6,12,-7,1,9,7,3,-7,-3
CC(=O)N(C)c1ccc(NC(=O)c2ccc([N+](=O)[O-])cc2Cl)cc1,0.3,2,0,5,10,5,6,5,-21
O=C(Nc1cccn2ncnc12)C(Cl)Cl,-0.5,3,-2,8,13,-5,-17,13,8
